# Compound activity from PubChem BioAssay.
# S3 lipid droplet = qHTS Assay for Lipid Storage Modulators in Drosophila S3 Cells; Drosophila S3 cells, BODIPY lipid droplet fluorescence, 18-24 h; cells fed with added oleic acid; lipid storage change, negative = inhibition, % at the top dose, mostly 46.1 µM; hits show Potency in µM; hit rate 0.64% among 320,000; active = well fitted inhibition curve with a large enough effect in the signal ratio, with a control signal flat, not every such curve was filed as active; inconclusive = small, poorly fitted or top-dose-only effect, or effect the other way, or a change in a side signal; the % refers to the signal ratio
#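 Drosophila S3 cells loaded with oleic acid (400 uM, as added) and compounds at several concentrations; lipid droplets imaged by 488-nm laser-scanning cytometry, 500–530 nm intensity and object ratio to cell channel. Percent activity normalized to 20 uM Triacsin C.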
# S3 lipid droplet cell count max = also measured in S3 lipid droplet; calls as there; cell number change, %; measured here: cell count max response;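 cells counted by Cell Tracker Red CMTPX staining in the red channel; peak over a dose series mostly up to 46.1 µM; percent activity relative to internal control wells on each plate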
# The depositor's hits bear a star; i = inactive; ? = inconclusive; · = not tested or not shown. % is set by controls: 0 for no effect and ±100 for the full control effect; potency is the fitted concentration of half-maximal effect. An excerpt. The share of hits here may be higher or lower than overall.
structure,S3 lipid droplet cell count max,S3 lipid droplet
Cc1nn(C(C)C(=O)NCC2CCCO2)c(=O)c2c1sc1ccccc12 (stereo not given),-2,i
CCOC(=O)CSc1ncc(-c2ccccc2)nn1,·,?
COc1ccccc1NC(=O)CN1C(=O)C(C)Oc2ccccc21 (stereo not given),·,?
Cc1ccc(S(=O)(=O)NCC(=O)N(CC2CCCO2)C(C(=O)NC2CCCC2)C(C)C)cc1 (stereo not given),·,?
COc1ccc(-c2cn3cccnc3n2)cc1NC(=O)C1CC1,·,?
O=C1Nc2ccccc2N(O)N1c1ccc(Cl)cc1,·,?
COc1ccc2c(c1)CC/C2=N\OC(=O)c1ccccc1C,-1,-1%
COc1ccc(-c2nc(CS(=O)(=O)CC(=O)NCCc3cc(OC)ccc3OC)c(C)o2)cc1,8,0%
COc1ccc(C(=O)Oc2cc(C)[nH]c(=O)c2[N+](=O)[O-])cc1,3,7%
Cc1cc(C)nc(SCc2ccc(C(=O)NNC(=O)Nc3cccc(Cl)c3)cc2)n1,·,?
COc1ccc(NC(=O)C2CCCN(S(C)(=O)=O)C2)cc1 (stereo not given),3,12%
COc1cc(CN2CCCC(CO)(Cc3ccccc3C)C2)cc2c1OCO2 (stereo not given),-23,-16%
c1ccc2c(-c3nc(C4CCCCC4)no3)cc(-c3ccncc3)nc2c1,·,?
Cc1nc(N(C)C)c2sc(=S)n(C)c2n1,·,?
Cc1cc(C)nc(SCCC(=O)Nc2ccccc2)n1,·,?
NNC(=O)c1ccccc1OCc1ccccc1,·,?

# Sorted by formula weight (highest first): some entries from above
structure,S3 lipid droplet cell count max,S3 lipid droplet
Cc1cc(C)nc(SCc2ccc(C(=O)NNC(=O)Nc3cccc(Cl)c3)cc2)n1,·,?
c1ccc2c(-c3nc(C4CCCCC4)no3)cc(-c3ccncc3)nc2c1,·,?
NNC(=O)c1ccccc1OCc1ccccc1,·,?

# (cont.)
structure,S3 lipid droplet cell count max,S3 lipid droplet
COc1ccc2nc(C)cc(NCc3ccc(F)cc3)c2c1,·,?
COc1ccc(CNc2nc3ccc(C)cc3s2)c(OC)c1OC,·,?
CCC12CC3CC(C1)CC(C(=O)O)(C3)C2,-6,-1%
CCCCCCCC(=O)N/N=C/c1ccc(Br)cc1,·,?
COc1ccc(C(=O)N=C2CCC(C#N)=C3c4cc(OC)c(OC)cc4CCN23)cc1,15,1%
O=C(NCc1cccnc1)C(=O)Nc1ccc2c(c1)OCO2,·,?
Cc1ccc(C(=O)NNC(=O)c2ccc(NC(=O)C(C)(C)C)cc2)cc1,·,?
NCCSc1c(-c2ccccc2)[nH]c2ccccc12,7,13%

# A different layout for part of the listing above.
# Results follow in this order: S3 lipid droplet cell count max | S3 lipid droplet
> O=C(NCc1cccnc1)C(=O)Nc1ccc2c(c1)OCO2
    · | ?
> COc1ccc2nc(C)cc(NCc3ccc(F)cc3)c2c1
    · | ?
> COc1ccc(CNc2nc3ccc(C)cc3s2)c(OC)c1OC
    · | ?

# More compounds:
structure,S3 lipid droplet cell count max,S3 lipid droplet
COCCn1c(SCC(=O)Nc2ccccc2)nc2c(oc3ccccc32)c1=O,16,7%
CCN(CC(=O)Nc1c(F)cccc1F)C(=O)CNC(=O)c1ccco1,-13,-12%
O=C1CS/C(=N\C(=O)N2c3ccccc3Sc3ccccc32)N1,·,?
Cc1cccc(OCC(=O)Nc2cccc(C(=O)NCC(C)C)c2)c1,·,?
N=c1c(C(=O)NCc2ccc(F)cc2)cc2c(=O)n3ccccc3nc2n1Cc1ccco1,15,8%
Cc1nn(C)cc1S(=O)(=O)N1CCN(c2ccccc2)CC1,·,i
CCN(CCNC(=O)C1CCCN(Cc2nc(-c3ccc(OC)cc3)oc2C)C1)c1ccccc1 (stereo not given),-10,7%
O=C(NCc1cccs1)c1ccc([N+](=O)[O-])cc1Cl,-10,-1%
Cc1ccc(Cl)cc1NC(=O)CON=C(N)c1ccccc1,·,?
CN(C)Cc1ccccc1C(O)(c1ccccc1)c1ccccc1,21,i
Cc1ccn(CCC(=O)N2CCCC(CCC(=O)NCc3ccc(F)c(F)c3)C2)n1 (stereo not given),-9,0%
CC(C)c1ccc2oc(=O)cc(CN3CCN(c4ccc(F)cc4)CC3)c2c1,-23,17%
Cn1c(SCc2ccccc2F)nnc1-c1cnccn1,-19,18%
CCOC(=O)N1CCN(Cc2nc3cc(NC(=O)CC)ccc3n2C)CC1,·,?
Cc1ccc(Nc2nnc(SCC(=O)Nc3ncc(C(F)(F)F)cc3Cl)s2)cc1,-11,-19%
CN(CC(=O)NCc1ccc(F)cc1)S(=O)(=O)c1ccc2c(c1)n(C)c(=O)c(=O)n2C,·,?
C[C@]1(OC(=O)/C=C/c2ccccc2)C[C@@H](O)[C@]2(O)C=CO[C@@H](O[C@@H]3O[C@H](CO)[C@@H](O)[C@H](O)[C@H]3O)[C@@H]21,·,?
CCOC(=O)c1sc(NC(=O)c2c(OC)cccc2OC)nc1C,·,?
CCCCn1c(N2CCC(Cc3ccccc3)CC2)nc2c1c(=O)[nH]c(=O)n2C,·,?
O=C(CNC(=O)c1ccc(F)cc1)N/N=C/c1cn[nH]c1-c1ccccc1,·,?
COc1ccc(OC)c(NC(=O)c2ccc3nc(-c4ccccc4)c(-c4ccccc4)nc3c2)c1,-4,9%
O=C(CSc1ccccc1Cl)N1CCC(c2nc3ccccc3s2)CC1,-2,9%
COc1ccc(/C=C(\C#N)c2n[nH]c(Cn3cncn3)n2)cc1,·,?
Cc1[nH]n(-c2ccccc2)c(=O)c1C=Nc1cccc2cccnc12,·,?
O=C(NCc1ccc(F)cc1)C1(S(=O)(=O)c2ccc(Cl)cc2)CC1,·,?
CC1CCN(C(=O)C2CCN(C(=O)c3ccc(C(C)(C)C)cc3)CC2)CC1,9,-23%
COc1ccc(CCN2C(=O)CC(N3CCN(S(=O)(=O)c4ccccc4)CC3)C2=O)cc1OC (stereo not given),·,?
COc1ccc(OC)c(/C=N/Nc2nncn2/N=C/c2cc(OC)ccc2OC)c1,·,?
O=C(CNC(=O)c1cccc(Br)c1)NCCc1nc2ccccc2[nH]1,0,-7%
O=C(NC(c1ccccc1)C(Cl)Cl)c1ccccc1 (stereo not given),-4,18%
C=CCSc1nc(C)c(CC=C)c(=O)[nH]1,·,?
CC(=O)N/C(=C\c1ccccc1)C(=O)NCc1ccc2c(c1)OCO2,2,-2%
O=C(O)COc1ccccc1/C=C1\SC(=O)N(Cc2ccc(F)cc2)C1=O,·,?
CCOc1ccccc1N1CCN(c2nc(N)c(C#N)c(CC#N)c2C#N)CC1,·,?
COc1ccc(-c2cc(OC)c3c(C)oc(C)c3c(=O)c2)cc1OC,·,?
O=C(COC(=O)c1ccc2[nH]c3c(c2c1)CCCC3)Nc1ccccc1Cl,6,3%
COCCCNc1c2c(nc3nnnn13)CCCC2,·,?
O=C1CCC(=O)N1c1ccccc1OS(=O)(=O)c1ccccc1,·,?
Cc1cc(Oc2ccc(=O)[nH]n2)nc(Cl)n1,5,-14%
CC(=O)OCCOc1nc(N(C)C)nc(N(C)C)n1,·,?
COc1ccc(NC(=O)COC(=O)c2c(C)noc2C)c(OC)c1,·,?
COC(=O)Cc1c(C)c2ccc(OCC(C)=O)c(C)c2oc1=O,-12,i
CCO[C@H]1OC(C(=O)NCc2nc3ccccc3[nH]2)=C[C@@H](c2csc3ccccc23)[C@@H]1CCCO,-14,-15%
O=C1CC2(CCN(C(=O)c3ccccc3F)CC2)Oc2ccccc21,·,?
Cc1ccc(-c2cc(C(=O)N3CCCCC3)c3ccccc3n2)cc1C,8,i
COC(=O)c1c(NC(=O)CN2CCN(C(=O)c3ccco3)CC2)c2cc(C)ccc2n1C,·,?
COc1ccc(S(=O)(=O)NCC(c2cccnc2)N2CCN(c3ccc(F)cc3)CC2)cc1C (stereo not given),-7,-3%
Nc1ccc(C(=O)OCC(=O)NC2CCCc3ccccc32)cc1[N+](=O)[O-] (stereo not given),·,?
CCOc1ccc(-c2cc(C(=O)O)c3ccccc3n2)c(OCC)c1,11,11%
CCOc1ccccc1N1C(=O)CC(Sc2ncccc2C(=O)O)C1=O (stereo not given),·,?
CCOC(=O)N1CCC(N(CCN(C)C)C(=S)Nc2cc(Cl)cc(Cl)c2)CC1,-1,2%
Cc1nc(-c2ccccc2)sc1-c1ccnn1C,17,3%
N/C(=N\OC(=O)c1ccccc1Cl)c1cccnc1,-8,-8%
CCN(C(=O)CSc1nnc(-c2ccc(C)cc2)n1N)c1c(N)n(Cc2ccccc2)c(=O)[nH]c1=O,·,?
Cn1c(NC(=O)c2ccc(S(=O)(=O)N3CCOCC3)cc2)cc(=O)n(C)c1=O,-17,15%
N#Cc1ccc(NC(=O)Nc2cccc(C#N)c2)cc1,·,?

# Continued.
structure,S3 lipid droplet cell count max,S3 lipid droplet
C=CCNC(=O)c1ccc(CN2CCC(Cc3ccccc3)CC2)cc1,-12,-9%
Cc1nc2scc(C)n2c(=O)c1S(=O)(=O)NCCc1ccccc1,·,?
COc1ccc2c(c1)c(=O)c(C(=O)c1ccc(C)cc1)cn2CC(=O)Nc1ccc(F)cc1,·,?
O=C(O)c1ccc(NC2=Nc3cccc4cccc2c34)cc1,29,28%
O=C(CCSc1ccccc1)Nc1ccccc1C(=O)N1CCCC1,-3,8%
Cc1c(NC(=O)Cn2[nH]c(=O)c3ccccc3c2=O)c(=O)n(-c2ccccc2)n1C,·,?
COC(=O)CSc1nc2ccccc2o1,-7,-22%
O=C(COC(=O)c1ccc(Cl)c(S(=O)(=O)N2CCN(c3ccc(F)cc3)CC2)c1)Nc1cccc(Cl)c1,-6,-6%
Oc1ccccc1C=NC1=NN(c2cccc(C(F)(F)F)c2)CC1,-1,3%
O=C(NCc1ccccc1)C1CCN(S(=O)(=O)c2cc([N+](=O)[O-])ccc2Cl)CC1,·,?
Cc1ccc(NC(=O)c2cnn(C)c2)cc1[N+](=O)[O-],·,?
Cc1ccc(OCCCC(=O)Nc2ccccc2C(F)(F)F)cc1,·,14%
Cc1cc(C)cc(NC(=O)CSc2nc(N)c(NC(=O)c3ccc(Br)o3)c(=O)[nH]2)c1,·,?
O=C(CCN=C1NS(=O)(=O)c2ccccc21)OCC(=O)c1ccccc1Cl,·,?
CCc1ccc(C2CC(=O)N(c3ccc(F)cc3)C3=C2C(=O)OC3)cc1 (stereo not given),·,?
CCCC(=O)O[C@H]1C[C@@H](C)N(C(=O)c2ccccc2)c2ccc(C)cc21,·,?
Cc1sc2nc(CN3CCOCC3)nc(NS(=O)(=O)c3ccc4c(c3)OCCO4)c2c1C,-7,17%
Cc1ccccc1N(CC(=O)NC1CCCC1)C(=O)c1oc(C(C)(C)C)cc1C,·,?
CC(C(=O)Nc1cccnc1)N1C(=O)C2C3C=CC(C3)C2C1=O (stereo not given),-1,16%
Cc1ccc(NC2CCCN(C(=O)C3CCCCC3)C2)cc1C (stereo not given),·,?
CC(C)OCCCn1c(=S)[nH]c2ccc(N3CCOCC3)cc2c1=O,·,?
O=C(Cc1ccc(F)cc1)N1CCC(CC2CC(c3ccc(Cl)cc3)=NO2)(C(=O)NCC2CCCCC2)CC1 (stereo not given),·,?
CCn1cc(C(=O)NCc2ccc3c(c2)OCO3)c(=O)c2cc(S(=O)(=O)N(C)C)ccc21,·,?
CC(C)c1ccc(C2C3=C(COC3=O)Nc3cc4c(cc32)OCO4)cc1 (stereo not given),-14,4%
CC(=O)OC1CC2(C)/C(=N\O)CCC2C2CCc3cc(O)ccc3C12 (stereo not given),·,?
CCCC(=O)Nc1cc(=O)[nH]c2ncnn12,·,?
CCOC(=O)C1CCN(C(=O)c2ccccc2NS(=O)(=O)c2ccc(F)c(F)c2)CC1,·,?
Cc1ccc(NC(=S)NCc2cccs2)cc1,·,i
COc1ccc(NC(=O)CSCC(=O)N=c2sccn2C)cc1,23,i
CCN(CC)CCCN(C(=O)c1cccs1)c1nc(-c2ccc(OC)cc2)cs1,·,?
CCCCCCNC(=O)CCc1nc2cccnc2n1Cc1ccc(OC)cc1,·,?
CCOc1ccc(C(CC(=O)O)NC(=O)COc2ccccc2)cc1OC (stereo not given),·,?
COc1ccc(-c2sc(NC(=O)c3ccc(C)cc3)nc2-c2ccc([N+](=O)[O-])cc2)cc1,-5,11%
COc1cc(/C=N/n2cnnc2)ccc1OCCSc1ccc(C)cc1,·,?
CCOc1ccc(NC(=O)CN2CCN(CC(=O)c3ccc(OC)c(OC)c3)CC2)cc1,·,?
CCCCN(C(=O)CSc1nnc(-c2ccccc2OC)n1C)c1c(N)n(Cc2ccccc2)c(=O)[nH]c1=O,7,6%
O=c1cc(-c2ccc(O)c(O)c2)oc2cc(O)c(C3OC(CO)C(O)C(O)C3O)c(O)c12 (stereo not given),-4,-2%
Cc1ccccc1NC(=O)Cc1nnc(SCC(=O)N2CCOCC2)n1C,-10,i
CC(C)CC(NC(=O)CCC(=O)OCC(=O)[C@@]1(O)CCC2[C@@H]3CCC4=CC(=O)C=C[C@]4(C)C3[C@@H](O)C[C@@]21C)C(=O)O (stereo not given in full),-10,-20%
COc1ccc(-c2nnc(NC(=O)C3CCCN3S(=O)(=O)c3cccs3)o2)cc1 (stereo not given),-9,i
